# TTR transcr act = activators of transthyretin transcription; AID 1117267; activation, % at 16.7 µM; 92,000 compounds, 1.3% hits; SH-SY5Y TTR promoter Gaussia luciferase, luminescence; 100% = recombinant luciferase protein wells;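 active = activation above the mean of all tested compounds plus 3 SD, cut at about 9.5% in these data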;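 also: cells exposed to compounds for one day before reading; 0% = median of all test compound wells on the plate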
# * marks the source's active call; other numbers are inactive results. These rows are one share of the data, so the mix of outcomes need not match the whole.
SMILES,TTR transcr act
Cc1c(N(C)C(=O)c2ccc3c(c2)OCO3)c(=O)n(-c2ccccc2)n1C,-2.0
CCN(CC(=O)NCc1cccs1)C(=O)Cc1ccc(Cl)c(Cl)c1,-0.9
O=C(CN1CCOCC1)Nc1ccc2c(c1)OC(F)(F)O2,4.0
CC1CCCC(C)N1C(=O)COC(=O)CCC(=O)c1ccc(F)cc1 (stereo not drawn),0.8
CCOC(=O)N1CCC(NCc2c(C(=O)N(C)Cc3ccccc3)nc3ccccn23)CC1,1.4
CSc1nc(-c2ccccc2)c2cc(Cl)ccc2n1,-1.7
O=C(Cn1[nH]c(=O)c2ccccc2c1=O)N1CCN(S(=O)(=O)c2ccc(Cl)cc2)CC1,-1.3
CC(=O)c1c(C)[nH]c(C(=O)CSc2ccc(F)cc2)c1C,-2.4
CC(C)Sc1nc2[nH]ncc2c(=O)[nH]1,-1.1
Cc1ccc(CC2CC(=O)N(c3cc(Cl)ccn3)C2=O)cc1 (stereo not drawn),-1.0
CCOC(=O)c1[nH]c(C)c(C(=O)OCC(=O)Nc2sc3c(c2C#N)CCCCC3)c1C,4.4
O=C(Nc1ccc2c(c1)Cc1cc([N+](=O)[O-])ccc1-2)C(F)(F)F,0.0

# In the list so far, 4 contain a Cl atom:
SMILES,TTR transcr act
CCN(CC(=O)NCc1cccs1)C(=O)Cc1ccc(Cl)c(Cl)c1,-0.9
CSc1nc(-c2ccccc2)c2cc(Cl)ccc2n1,-1.7
O=C(Cn1[nH]c(=O)c2ccccc2c1=O)N1CCN(S(=O)(=O)c2ccc(Cl)cc2)CC1,-1.3
Cc1ccc(CC2CC(=O)N(c3cc(Cl)ccn3)C2=O)cc1 (stereo not drawn),-1.0

# Remaining list, next part.
SMILES,TTR transcr act
COc1ccc(NC(C)=O)cc1NC(=O)c1ccc2ccccc2c1,-0.8
CC(CCc1ccccc1)NC(=O)c1ccc(Br)o1 (stereo not drawn),-2.9
Cc1cccc(C)c1NC(=O)C(C1CC1)n1c(-c2ccc(=O)[nH]c2)nc2ccccc21 (stereo not drawn),3.0
Cc1cc(NC(=O)Nc2ccc(C)c(C)c2)no1,-3.1
O=C(CCS(=O)(=O)c1ccc(Cl)cc1)N1CCN(c2ccccc2F)CC1,-1.6
O=c1c2ccccc2nc2n1-c1ccccc1CCC2,-2.1
CCc1ccc(N=c2c([N+](=O)[O-])nn(-c3ccc4c(c3)OCCO4)n2O)cc1,1.8
Cc1nn(Cc2cccc(C(=O)Nc3ccn(Cc4ccccc4F)n3)c2)c(C)c1[N+](=O)[O-],2.7
CCN(CC)S(=O)(=O)c1ccc2c(c1)nc(SC(C)C(=O)NCC1CCCO1)n2CC (stereo not drawn),1.7
C=CCNC(=O)c1ccc(CN(c2ccc(OCC)cc2)S(=O)(=O)c2ccc(C)cc2)cc1,-1.7
Cc1ccc(Cl)cc1N1CCN(CC(=O)Nc2ccc(CN3CCCCC3)cc2)CC1,1.9
O=C(COc1ccc(F)cc1Br)NCC1COc2ccccc2O1 (stereo not drawn),0.9
Cc1nccc(-c2cccc(NC(=O)Nc3ccc(Cl)cc3)c2)n1,-0.1
Cc1ccc(C)c(SCC(=O)OCC(=O)NCc2ccccc2)c1,-1.6
O=C(c1ccc(Br)o1)N1CCN(C/C=C/c2ccccc2)CC1,-2.1
Cc1noc(C)c1COc1ccc(C(=O)N2CCN(c3ccccc3F)CC2)cc1,-1.5
CCCSc1ncc(Cl)c(C(=O)Nc2ccc(S(=O)(=O)Nc3ncccn3)cc2)n1,-0.8
O=C(Oc1cccc([N+](=O)[O-])c1)c1cc(-c2ccccc2)nc2ccccc12,2.9
O=C(N/N=C/c1ccco1)c1cc(C2CC2)nc2ccccc12,0.5
C[C@H](CO)N1C[C@H](C)[C@@H](CN(C)S(=O)(=O)c2ccc(F)cc2)Oc2ccc(NC(=O)NC3CCCCC3)cc2C1=O,-2.1
COc1ccc(CNC(=O)c2oc3ccc(S(=O)(=O)N4CCOCC4)cc3c2C)cc1,-0.1
CC1(C)CC(C(CC(=O)Nc2nccs2)c2ccccc2)CCO1 (stereo not drawn),-0.4
CC(C)=CCOc1ccc2ccc(=O)oc2c1,0.6
Cc1cccc(NC(=O)c2ccccc2NC(=O)CCC(=O)O)c1,-0.8
O=C(NCc1ccccn1)C1C2C=CC(C2)C1C(=O)Nc1ccc(F)cc1 (stereo not drawn),-0.3
CCOC(=O)COc1ccc(/C=C/[N+](=O)[O-])c(OCC(=O)OCC)c1,-3.3
Cc1nc(CS(=O)(=O)c2ccccc2)cc(Sc2ccc(Cl)cc2)n1,0.6
Cc1cccc(C)c1NC(=O)C1(C)CCC(=O)N1C1CCN(Cc2ccccc2)CC1 (stereo not drawn),-0.2
O=C(O)c1cccc(NC(=O)C2C3C=CC(C3)C2C(=O)O)c1 (stereo not drawn),2.1
CC(C)Cc1ccc(CN2CCCC(NC(=O)CCN3CCCCC3=O)C2)cc1 (stereo not drawn),-1.5
CCN(CC(=O)NC1CCS(=O)(=O)C1)S(=O)(=O)c1cccc(C(C)=O)c1 (stereo not drawn),-0.4
O=C1NCN(C2CCCCC2)CN1,0.7
COc1cc(C)ccc1OCc1cc(C(=O)NCCN2CCCC(O)C2)no1 (stereo not drawn),-2.1
CCc1ccc(N2CC(C(=O)Nc3ccc(S(=O)(=O)NCC4CCCO4)cc3)CC2=O)cc1 (stereo not drawn),-0.8
CCCn1c(N)c(C(=O)CSc2nnc(-c3ccoc3C)n2C)c(=O)n(C)c1=O,-1.8
Cc1cccc(NC2=NC(=S)N(c3ccc(C(=O)O)cc3)C23CCCCC3)c1,6.1
Cc1cc(C)n(Cc2nc3ccccc3n2C)n1,0.5
CCCCN1C(=S)NC[C@@H]1c1ccccc1,0.2
COc1c(C)cc(C(=O)C2CCCN(C(=O)c3cccc(-n4cccn4)c3)C2)cc1C (stereo not drawn),-0.5
CSc1ccc(-c2nnn(CC(=O)NCc3ccccc3)n2)cc1,-3.4
Cc1ccc(S(=O)(=O)N(C)CCCC(=O)N2CCN(C=O)CC2)cc1,-0.6
CCCCCn1c(=O)[nH]c2cc(C(=O)NCc3ccccn3)ccc2c1=O,-2.5
CC(C)[C@H](NS(=O)(=O)c1ccccc1)C(=O)OCC(=O)Nc1cccc(S(N)(=O)=O)c1,6.1
Cn1c(SCc2ccc([N+](=O)[O-])cc2)nnc1-c1cccnc1,-0.4
CCOC(=O)COc1c(/C=N\OC)cc(Cl)cc1OC,-1.2
Cc1ccc(C)c(N(Cc2ccccc2F)S(C)(=O)=O)c1,1.5
Cc1ccc(-n2nc(C)c3c2OC(N)=C(C#N)C3c2ccoc2)cc1 (stereo not drawn),-1.4
CCC(=O)c1ccc(N2CCN(C(=O)c3ccccc3)CC2)c(F)c1,-0.9
COc1ccc(N2CC(C)(C)[C@H](CC(=O)Nc3ccc(Br)cc3)C2=O)cc1,-0.6
O=C(c1oc2ccccc2c1N1CCCCC1)N1CCCCC1,0.0
Cc1nn(-c2ccccc2)c(C)c1/C=N/NC(=O)c1cc(C(C)(C)C)[nH]n1,-3.1
CN1CCN(c2ccc(C(=O)c3cn(-c4ccc(F)c(Cl)c4)nn3)cc2)CC1,-1.2
Cc1ccc(-n2ncc3c(=O)[nH]c(SCC(=O)N4CCCC4)nc32)cc1C,3.3
CCCC1CCC(C(=O)Nn2c(C)nc3ccccc3c2=O)CC1 (stereo not drawn),-2.0
Cc1ccc(C2=NN(CCC(=O)NCc3ccc4c(c3)OCO4)C(=O)CC2)cc1,3.2
COc1cc(/C=N/NC(=O)c2cc(-c3ccccc3C)nc3ccccc23)cc(OC)c1O,-1.6
Cc1ccc(CN[C@@H]2CC[C@@]34CCCN3C(=O)CCC[C@H]4C2)o1,0.2
C[C@H]1[C@@H](N)CC[C@@]23CCCN2C(=O)CCC[C@@H]13,-0.1
CCc1cccc(OCC(O)Cn2c(N3CCCCC3)nc3c2c(=O)[nH]c(=O)n3C)c1 (stereo not drawn),0.4
COc1ccc2oc(=O)c(C(=O)NCCc3ccc(OC)c(OC)c3)cc2c1,0.2

# (next part)
SMILES,TTR transcr act
CCN1C(=O)[C@@H]2[C@@H](c3ccc(-c4ccc(C(C)=O)cc4)c(OC)c3)N3CCC[C@@]3(C(=O)OC)[C@@H]2C1=O,-1.4
CN(C)c1ccc(S(=O)(=O)N2CCCCC2)cc1NC(=O)C1=COCCO1,-1.4
COC(=O)c1c(NC(=O)CCC(=O)O)sc(Cc2ccccc2)c1C,0.3
COc1ccccc1CNC(=O)Cn1nc(C)c([N+](=O)[O-])c1C,-1.1
COc1cc2[nH]c(=S)n(CC3CCCO3)c(=O)c2cc1OC (stereo not drawn),2.1
Cc1ccccc1N(C)C(=O)c1coc(=O)c2ccccc12,4.5
COC(=O)[C@]12C[C@H](CC(=O)N3CCC(c4ccccc4)CC3)C(=O)N(Cc3ccccc3)C1=C[C@H](COCc1ccccc1)O[C@@H]2C,-1.9
O=C(CSc1nnc(-c2ccc(S(=O)(=O)N3CCOCC3)cc2)o1)c1ccccc1F,-1.6
COc1cccc(CC(=O)Nc2nc(-c3cc(OC)ccc3OC)cs2)c1,-0.9
COc1ccc(NC(=O)C[C@H]2C(=O)N(C3CCCCC3)C[C@@H]2C)cc1,1.0
C[C@H](CO)N1C[C@H](C)[C@@H](CN(C)Cc2ccc(C(=O)O)cc2)OCc2cnnn2CCCC1=O,0.0
COc1ccc(Cc2nc3ccc(C(=O)NCCc4cccc(C)n4)cc3o2)cc1,3.6
Cc1ccc(Cn2ncc(Cl)c(Cl)c2=O)cc1,-1.8
O=C(Nc1ccc(Cl)cc1)N1CCN(c2ccc3nnc(-c4ccc(F)cc4)n3n2)CC1,-1.1
Cc1ccc(Cl)cc1N(CC(=O)N1CCCCCC1)S(C)(=O)=O,0.5
COc1cc(OC)cc(C(=O)N[C@H](C(=O)NC2=NCCS2)C(C)C)c1,1.4
CC(C)NC(=O)N[C@H]1CC[C@H](CC(=O)NCc2ccc(Oc3ccccc3)cc2)O[C@@H]1CO,-0.6
CC(C)C1C(=O)N(Cc2cn(CC3CCCCC3)nn2)CCS(=O)(=O)N1Cc1ccc(-c2ccc(Cl)nc2)cc1 (stereo not drawn),0.6
Clc1ccc2oc(-c3cccnc3)nc2c1,-0.1
O=C(CN1CCN(C(=O)c2ccco2)CC1)Nc1ccc(Cl)c(C(F)(F)F)c1,1.6
O=C(O)c1ccc(-c2nc(-c3cccc(C(F)(F)F)c3)cs2)cc1,-1.6
COC(=O)c1ccc(C(=O)OC)c(NC(=O)COC(=O)C2CCCCC2)c1,-0.1
C=CCN(CC=C)Cc1cc(=O)oc2cc(C)c(C)cc12,2.4
O=C(NCc1ccccc1)NC1CCCCC1,-1.4
CCN(CC)CCCOc1ccc(Cl)c(Cl)c1,3.4
COc1ccc(-c2oc3ccc(N4CCOCC4)cc3c2C#Cc2ccc(N)cc2)cc1,-0.6
Cc1ccc(S(=O)(=O)Nc2cc(C(F)(F)F)ccc2N2CCOCC2)cc1C,3.5
CN(C)c1ncnc(N(C)C)c1[N+](=O)[O-],-1.9
Cc1onc(-c2ccccc2)c1C(=O)NC(=S)NNC(=O)c1ccccc1O,0.9
COc1ccc(N2CCN(C(=O)NCc3ccc(C)cc3)CC2)cc1,-1.5
CCCCc1nc2ccc(F)cc2cc1C,-0.1
CCc1ccc(NC(=O)Cn2nnc(C(=O)NCc3ccc(OC)cc3)c2N)cc1,5.0
COc1ccc(C2Nc3ccccc3C(=O)N2c2ccc(C)cc2)cc1Cn1nnc2ccccc21 (stereo not drawn),-2.3
O=C(CCCc1ccccc1)NCCc1ccc(F)cc1,0.4
CCCn1nc2cc(C(=O)NCc3ccc(OC)cc3)ccc2c1OCC,-1.9
C/C(=N\NC(=O)CNC(=O)c1ccc(Br)cc1)c1ccco1,-0.1

# In a second layout: results already given.
SMILES: COc1ccccc1CNC(=O)Cn1nc(C)c([N+](=O)[O-])c1C
  TTR transcr act: -1.1
SMILES: O=C1NCN(C2CCCCC2)CN1
  TTR transcr act: 0.7

# Back to the main list with the 2 entries that preceded the break.
SMILES,TTR transcr act
CCCn1nc2cc(C(=O)NCc3ccc(OC)cc3)ccc2c1OCC,-1.9
C/C(=N\NC(=O)CNC(=O)c1ccc(Br)cc1)c1ccco1,-0.1
Cc1c(OCC(=O)NC2CCN(Cc3ccccc3)CC2)ccc2c3c(c(=O)oc12)CCC3,-1.4
COC(=O)c1nc2n(n1)C(c1cccc(Cl)c1)C1=C(CC(C)(C)CC1=O)N2 (stereo not drawn),0.1
CN1CCN(CCN2CCn3c2nc2ccccc23)CC1,3.1
CCNC(=S)NNC(=O)c1cc(CC(C)C)nc2ccccc12,0.4
CCCCOc1ccc(C(=O)NCCC(=O)NCCCC(=O)OCC)cc1,-1.9
CNC(=S)N(Cc1cccs1)Cc1cc2ccc(OC)cc2[nH]c1=O,-0.4
O=C(NCC1CCCO1)C(c1ccc(N2CCOCC2)cc1)N(C(=O)Cn1nnc2ccccc21)c1ccccc1F (stereo not drawn),-1.8
CCCCn1c(N)c(N(CCC(C)C)C(=O)c2ccc3ccccc3c2)c(=O)[nH]c1=O,1.2
Cc1ccc(S(=O)(=O)C2(C(=O)NCc3ccc4c(c3)OCO4)CC2)cc1,2.9
CCOC(=O)N/N=C/c1ccc(C)o1,-0.3
Nc1nc(NCc2ccccc2Cl)n(-c2ccccc2)n1,0.7
CCOc1ccc(CC(=O)C2C(=O)CC(C)(C)CC2=O)cc1OCC,1.8
CCOC(=O)N1CCN(C(=O)c2cc3c(s2)-c2ccccc2OC3)CC1,-0.2
O=[N+]([O-])c1ccc2nc(CNc3nc(N4CCOCC4)nc4c3ncn4-c3ccsc3)[nH]c2c1,1.9
